GSTO1 counter: inhibitors of recombinant GSTO1, primary screen, counter-screen for RBBP9 inhibitor project, biochemical, fluorescence polarization; AID 1974, 2009; Glutathione S-transferase omega-1 (Homo sapiens), P78417; 300,000 compounds, 1.1% hits; inhibition, % at 5.96 µM; activity-based probe fluorescence polarization;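 active = inhibition above the campaign mean inhibition plus 3 SD, cut at about 35% in these data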;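 note: 0% = GSTO1-1 with DMSO and 100% = wells lacking GSTO1-1 enzyme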
Target sequence (P78417 whole entry, looked up): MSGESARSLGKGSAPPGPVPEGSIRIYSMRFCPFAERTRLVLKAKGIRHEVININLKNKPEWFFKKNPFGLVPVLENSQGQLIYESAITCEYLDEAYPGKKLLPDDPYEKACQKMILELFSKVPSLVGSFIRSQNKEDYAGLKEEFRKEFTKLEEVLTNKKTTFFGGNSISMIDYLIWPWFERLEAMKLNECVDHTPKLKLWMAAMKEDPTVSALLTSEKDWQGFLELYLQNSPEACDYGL
PAFAH1B2 inh: PAFAH1B2 enzyme inhibitors, primary screen, biochemical, fluorescence polarization, human. recombinant PAFAH1B2, FP-rhodamine activity probe. inhibition, % at 3.39 µM. 340,000 compounds, 1.2% hits. AID 492953, 2010;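 active = inhibition above the mean of all tested compounds plus 3 SD, cut at about 24% in these data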;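 note: 0% = enzyme with DMSO and 100% = wells lacking PAFAH1B2; many of its hits are not listed in these tables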
Target sequence (P68402 whole entry, looked up): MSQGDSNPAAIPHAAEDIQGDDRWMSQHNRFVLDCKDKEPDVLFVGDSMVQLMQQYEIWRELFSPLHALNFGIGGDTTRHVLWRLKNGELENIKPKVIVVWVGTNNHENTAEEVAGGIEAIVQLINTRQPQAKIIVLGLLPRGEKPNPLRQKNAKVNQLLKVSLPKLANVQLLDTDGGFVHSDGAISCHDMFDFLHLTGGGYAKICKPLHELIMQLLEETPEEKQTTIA
pPAFAH FP inh: pPAFAH enzyme inhibitors, primary screen, biochemical, fluorescence polarization, human. inhibition, % at 3.39 µM. Platelet-activating factor acetylhydrolase (Homo sapiens), Q13093. recombinant pPAFAH, FP-rhodamine probe fluorescence polarization. 330,000 compounds, 1.5% hits;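 active = inhibition above the mean inhibition across the screen plus 3 SD, cut at about 25% in these data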;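 note: inhibitors block binding of the rhodamine activity-based probe so polarization drops; 0% = enzyme with DMSO and 100% = wells lacking pPAFAH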
LYPLA2 inh: LYPLA2 inhibitors, primary screen, counter-screen for PME1 inhibitor project, biochemical, fluorescence polarization, FP-Rh probe ABPP; recombinant LYPLA2; Acyl-protein thioesterase 2 (Homo sapiens), O95372; 320,000 compounds, 0.38% hits; inhibition, % at 5.9 µM; AID 2177, 2009;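 active = inhibition above the screen-wide mean plus 3 SD, limit set per campaign, cut at about 26% in these data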;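 note: 0% = LYPLA2 with DMSO and 100% = wells lacking LYPLA2 enzyme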
Target sequence (O95372 whole entry, looked up): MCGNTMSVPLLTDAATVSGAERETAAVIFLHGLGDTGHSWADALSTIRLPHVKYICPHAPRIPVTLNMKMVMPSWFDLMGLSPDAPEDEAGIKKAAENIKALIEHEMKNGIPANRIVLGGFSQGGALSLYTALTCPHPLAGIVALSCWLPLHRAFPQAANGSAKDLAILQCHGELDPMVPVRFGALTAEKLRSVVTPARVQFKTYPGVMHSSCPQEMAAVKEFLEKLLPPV
PREPL inh: PREPL enzyme inhibitors, primary screen, biochemical, fluorescence polarization; recombinant PREPL, fluorescence polarization activity-based probe; inhibition, % at 5.96 µM; 320,000 compounds, 0.68% hits; in the data active = inhibition above about 43%;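 note: 0% = enzyme with DMSO and 100% = wells lacking enzyme; many of its hits are not listed in these tables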
PME-1 inh: PME-1 inhibitors via competitive probe labeling, primary screen, biochemical, fluorescence polarization, FP-Rh probe, HTS. Protein phosphatase methylesterase 1 (Homo sapiens), Q9Y570. recombinant PME-1. inhibition, % at 5.9 µM. 320,000 compounds, 0.53% hits. AID 2130, 2009;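 active = inhibition above the campaign mean of all compounds plus 3 SD, cut at about 26% in these data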;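 note: competitive labeling of PME-1 active site by serine hydrolase directed probe; 0% = PME-1 with DMSO and 100% = wells lacking PME-1 enzyme; inhibitors block probe labeling so polarization falls and inhibition rises; many of its hits are not listed in these tables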
LYPLA1 inh: LYPLA1 inhibitors, primary screen, counter-screen for PME1 inhibitor project, biochemical, fluorescence polarization, FP-Rh probe ABPP | Acyl-protein thioesterase 1 (Homo sapiens), O75608 | recombinant LYPLA1 | inhibition, % at 5.9 µM | 320,000 compounds, 0.16% hits | AID 2174, 2009;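 active = inhibition above the mean of all tested compounds plus 3 SD, set per campaign, cut at about 14% in these data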;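 note: inhibitors block serine hydrolase probe labeling of LYPLA1 so polarization falls; 0% = enzyme with DMSO and 100% = wells lacking LYPLA1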
Target sequence (O75608 whole entry, looked up): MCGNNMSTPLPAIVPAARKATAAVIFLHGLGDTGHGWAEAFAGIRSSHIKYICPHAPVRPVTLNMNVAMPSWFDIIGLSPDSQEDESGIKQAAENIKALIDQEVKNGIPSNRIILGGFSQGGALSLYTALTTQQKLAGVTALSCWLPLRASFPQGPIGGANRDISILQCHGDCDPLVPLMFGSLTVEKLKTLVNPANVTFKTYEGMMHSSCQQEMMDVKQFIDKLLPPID
PAFAH1B3 FP inh: PAFAH1B3 enzyme inhibitors, primary screen, biochemical, fluorescence polarization, human; recombinant PAFAH1B3, FP-rhodamine probe; 340,000 compounds, 0.28% hits; Platelet-activating factor acetylhydrolase IB subunit alpha1 (Homo sapiens), Q15102; inhibition, % at 3.39 µM;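 active = inhibition above the screen-wide average of all tested compounds plus 3 SD, cut at about 25% in these data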;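 note: 0% = enzyme with DMSO only and 100% = wells lacking PAFAH1B3 protein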
PAD4 FP inh: human PAD4 inhibitors, primary screen, biochemical, fluorescence polarization, 1536-well format | AID 485272, 2010 | Protein-arginine deiminase type-4 (Homo sapiens), Q9UM07 | 330,000 compounds, 0.41% hits | inhibition, % at 6.36 µM | recombinant PAD4, RCA probe fluorescence polarization;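 active = percent inhibition above a cutoff equal to the mean of all tested compounds plus 3 SD, cut at about 15% in these data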;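 note: 0% = PAD4 with RCA probe and DMSO and 100% = probe without PAD4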
* = called active by the depositor; nt = not tested or not shown; & = joins results of further samples.

SMILES | GSTO1 counter | PAFAH1B2 inh | pPAFAH FP inh | LYPLA2 inh | PREPL inh | PME-1 inh | LYPLA1 inh | PAFAH1B3 FP inh | PAD4 FP inh
Cc1ccc(CN2C(=O)C(Cc3ccccc3)Nc3ncnc(N4CCN(c5ccccc5)CC4)c32)cc1 (configuration not stated) | 8 | -4 | 4 | 0 | -15 | 1 | -1 | 1 | 3
CCn1c(SCC(=O)Nc2cc(C)on2)nnc1-c1ccc(S(=O)(=O)N2CCCC2)cc1 | -6 | 2 | -2 | 0 | 5 | 3 | 0 | 5 | -1
CNc1ccc(Br)cc(C(=O)/C=C/c2cccc(OC)c2OC)c1=O | 32 | 5 | 20 | 6 | 3 | 5 | -3 | 6 | -3
CC(=O)N1CC(=O)N(CC(=O)Nc2ccc(Br)cc2)C1=S | -8 | 2 | 1 | -9 | -2 | -5 | 0 | 1 | -3
COc1cc(OC)c(OC)cc1CN1CCN(Cc2ccco2)CC1 | 1 | 3 | 5 | 0 | 2 | -4 | 0 | -1 | -2
O=C1C=C(c2cccc(Cl)c2)C[C@@H](c2ccc(Cl)cc2)C1 | nt | -1 | 7 | 0 | -5 | -2 | 0 | 1 | -2
NC(CCC(=O)O)C12CC3CC(CC(C3)C1)C2 (configuration not stated) | -3 | 7 | -1 | 4 | 7 | -4 | 5 | 3 | -2
CC(=O)Nc1ccccc1Nc1cc(C#N)c(C#N)cc1[N+](=O)[O-] | 4 | 2 | 4 | 7 | -6 | -2 | 2 | 1 | -2
CCCC1(C(=O)O)NC(c2ccc(OC)cc2O)C2C(=O)N(c3ccc(OC)cc3)C(=O)C21 (configuration not stated) | 17 | -6 | -8 | -4 | -5 | -7 | 0 | 4 | -1
O=C1CC(=O)CC(c2ccccc2Cl)C1 | 13 | 1 | 11 | 4 | 8 | 4 | 3 | 3 | 2
CCN(CC(=O)NCc1cccs1)C(=O)c1cc(Br)ccc1O | nt | 1 | -4 | nt | -4 | nt | nt | 7 | -1
COc1ccc(NC(=O)Nc2ccc(CC(=O)O)cc2)cc1 | 5 | 5 | 3 | 4 | -5 | -4 | -2 | 10 | -10
COCCCN1C(=O)C(O)=C(C(=O)c2ccco2)C1c1ccc(Br)cc1 (configuration not stated) | 3 | 1 | 5 | 2 | -2 | 0 | -4 | 1 | -4
CC(=O)c1cc2c(cc1NC(=O)CN1CCN(c3cccc(C(F)(F)F)c3)CC1)OCO2 | 3 | 10 | 6 | 3 | 21 | 0 | 1 | 15 | -1
Cc1ccnn1CCC(=O)O | 3 | 5 | -1 | -2 | 16 | 3 | 0 | 1 | 4
O=C(c1cc(Cl)ccc1Cl)N1CCOCC1 | 1 | 9 | -1 | -1 | 1 | 2 | -4 | 10 | -1
O=C(CCNC(=O)c1ccc(Br)cc1)Nc1ccc(S(=O)(=O)N2CCOCC2)cc1 | nt | 0 | 0 | nt | 13 | nt | nt | 2 | -6
CN(C)c1cccc(C(=O)NNC(=S)NC2CCCC2)c1 | -4 | 8 | 0 | 7 | 15 | -5 | 1 | 12 | 0
Cc1ccccc1C(=O)NCCCNC(=O)c1ccccc1C | 7 | nt | 0 | 7 | 23 | 1 | 1 | nt | 1
COc1cccc(C(Nc2ccccn2)c2oc(CO)cc(=O)c2O)c1 (configuration not stated) | 14 | 1 | 1 | -9 | 2 | 1 | -1 | 5 | 1
Cc1c(C)c2ccc(OC(C)C(=O)N[C@@H](Cc3c[nH]c4ccccc34)C(=O)O)c(C)c2oc1=O (some centres not stated) | -16 | 24* | -2 | 11 | 13 | 2 | 3 | 3 | -1
COc1ccc(CCNC(=O)COC(=O)/C=C/c2cccc(F)c2)cc1 | nt | 8 | 7 | nt | 14 | nt | nt | 7 | 3
COc1ccccc1C(=O)NCCn1cc(SCC(=O)Nc2nnc(C)s2)c2ccccc21 | -1 | 2 | -2 | 4 | 12 | 1 | -3 | 9 | 1
COc1ccccc1-n1c(=S)sc2c(=O)n(Cc3ccco3)c(SC)nc21 | 0 | -2 | 4 | 0 | 5 | 7 | -2 | -2 | -4
COc1ccc(-c2nn(-c3ccccc3)cc2C(=O)n2nnc3ccccc32)cc1 | -6 | 4 | 3 | 3 | 1 | -2 | -2 | 3 | -2
CCC(=O)N1CCCn2c1nc1ccccc12 | 5 | -1 | 0 | 1 | -2 | 4 | 3 | 7 | 1
OCCN1CNC(=S)NC1 | 5 | 6 | 4 | -3 | -3 | -1 | -2 | 11 | -6
CCCCOc1cccc(OCC(=O)Nc2nc3ccccc3[nH]2)c1 | -4 | -3 | 4 | -4 | -26 | -9 | -2 | -4 | -1
CCOc1ccc(NC(=O)c2cc([N+](=O)[O-])ccc2N2CCOCC2)cc1 | 3 | 1 | -1 | -6 | -5 | -1 | 1 | 3 | -6
COc1ccc(C2(C(=O)Nc3ccc(S(N)(=O)=O)cc3)CCCC2)cc1 | -7 | 7 | 4 | -1 | -6 | -1 | 0 | 4 | -6
Cc1ccc(SCC(=O)c2c(C)[nH]c3ccccc23)cc1 | -2 | 1 | 3 | -1 | -7 | 2 | -9 | 9 | -1
O=C(CCCc1ccccc1)NCCCN1CCOCC1 | -2 | 7 | -6 | 1 | 6 | -2 | -1 | 8 | -1
CNc1snc(C)c1C(=O)OC(C)C(=O)c1ccc(F)cc1 (configuration not stated) | nt | 2 | -2 | -1 | 11 | -3 | -3 | 0 | 0
CCOC(=O)c1cc2c(s1)-c1c(C)cccc1OC2 | 8 | 3 | 2 | -5 | 9 | -3 | -4 | 8 | -10
CCCn1c(SCc2nc3sc(C)c(C)c3c(=O)[nH]2)nc2ccccc2c1=O | -4 | -2 | 7 | -3 | -4 | -6 | -1 | 0 | -2
O=C(CCN1CCN(Cc2ccccc2)CC1)Nc1cccc(Br)c1 | -1 | 7 | 6 | 0 | 10 | -5 | -3 | 11 | 2
Cc1cccc(C)c1OCC(=O)Nc1ccc(N2CCOCC2)cc1 | -1 | 8 | 4 | 4 | -2 | 0 | 6 | 5 | -3
Cc1ccc2cc(CNC(C)(C)C)c(=O)[nH]c2c1 | 3 | 2 | 16 | -7 | 14 | 3 | -8 | -1 | -2
CCc1ccc(NC(=O)N(CCN2CCOCC2)C2CCN(C(C)=O)CC2)cc1 | -5 | 3 | 5 | 4 | 3 | 1 | -1 | 7 | 1
Cc1ccnc(N2CCCC(C(=O)Nc3cccc(C)c3C)C2)n1 (configuration not stated) | 1 | 3 | 1 | 0 | -6 | -3 | 0 | -1 | 0
Cc1cc(C=O)c(C)n1-c1ccc(NC2CCCCC2)c([N+](=O)[O-])c1 | 1 | 2 | 22 | 12 | 12 | 5 | 0 | 3 | 0
O=C(O)CC1=C(Nc2ccccc2)C(=O)N(c2ccccc2)C1c1ccc(Br)cc1 (configuration not stated) | 3 | 20 | 5 | -2 | 8 | 7 | 2 | 10 | -5
C=CC[C@@H](CC(=O)N[C@H](CO)Cc1ccccc1)C(=O)NC[C@@H](OC(=O)[C@@H](CC=C)Cc1ccc(F)cc1)c1ccccc1 | nt | 0 | 3 | nt | 8 | nt | nt | -3 | -3
O=C(CCNC(=O)c1ccc([N+](=O)[O-])cc1)Nc1ccccc1N1CCCC1 | 3 | 5 | 10 | 9 | 18 | -1 | 1 | 9 | 9
c1ccc(CCN2CCN(c3ncnc4c3cnn4-c3ccccc3)CC2)cc1 | -2 | 5 | 2 | 15 | 11 | 2 | 6 | 5 | 0
CCc1ccc(-c2cc(C)no2)cc1S(=O)(=O)NC(C)Cc1ccco1 (configuration not stated) | -4 | 1 | 1 | 1 | -10 | 1 | 0 | 1 | -8
Cc1ccc(S(=O)(=O)Nc2cccc(Cl)c2)cc1NC(=O)C1CC1 | nt | 2 | 34* | nt | 16 | nt | nt | 14 | -3
C/C(CC(=O)NC1CCCCC1)=N\NC(=O)c1ccccn1 | 4 | -1 | 0 | -5 | -1 | -2 | -1 | 2 | -2
O=C(c1ccccc1)c1ccc(OCC(O)CN2CCCCC2)cc1 (configuration not stated) | 1 | -3 | -2 | 4 | -4 | 0 | 3 | 5 | 1
C#Cc1ccc([C@H]2C=C(C(=O)NCc3ccccc3)O[C@@H](OCC)[C@@H]2CCCO)cc1 | 1 | 5 | -4 | -9 | 8 | -2 | -4 | 10 | 0

The list continues.
SMILES | GSTO1 counter | PAFAH1B2 inh | pPAFAH FP inh | LYPLA2 inh | PREPL inh | PME-1 inh | LYPLA1 inh | PAFAH1B3 FP inh | PAD4 FP inh
C/C(CC1CC(COCC(C)C)OC1=O)=N\Nc1nc(-c2ccccc2)cs1 (configuration not stated) | -1 | 5 | 18 | -1 | 5 | 3 | -5 | 8 | -7
C/C(Cl)=C\CSc1nnc2n(N)c(=O)c3ccccc3n12 | 3 | 0 | 1 | 7 | 9 | 3 | 6 | 6 | 7
O=C(/C=C/c1ccco1)Nc1cccc2cccnc12 | 0 | -3 | 21 | -12 | 14 | -9 | -9 | -1 | -7
COc1ccc(NC(=O)CSc2nnc(C)s2)cc1S(=O)(=O)N1CCOCC1 | nt | 0 | 3 | -8 | -1 | -2 | 2 | -3 | 0
Cc1ccc(-c2ccnc3nc(Sc4ncc(C(F)(F)F)cc4Cl)nn23)cc1 | -5 | -8 | 2 | -7 | 7 | 0 | -4 | 11 | 1
O=C(CSCc1c(Cl)cccc1Cl)N1CCOCC1 | 2 | 7 | -3 | -3 | 2 | 5 | -3 | 7 | -8
COc1ccc2ccccc2c1/C=N/NC(=O)c1cccc(C)c1 | -6 | 2 | -4 | -5 | 1 | -2 | 0 | 10 | -2
CCCOP(=O)(c1ccc(N(C)C)cc1)C(Nc1ccccc1)c1ccc(N(C)C)cc1 (configuration not stated) | -2 | 2 | 3 | -1 | 20 | 10 | 6 | 17 | -8
COc1cc(C2SCC(=O)N2Cc2ccccc2)ccc1O (configuration not stated) | 2 | 4 | 0 | 3 | -2 | 2 | 0 | 4 | -5
CC/C(=N\NC(=O)c1ccccc1Cl)c1ccc(Br)s1 | 4 | 2 | 2 | 0 | -10 | -2 | -1 | 5 | -1
CCOC(=O)c1ccc(NS(=O)(=O)c2c(C)[nH]c(C)c2C(=O)N2CCCCC2)cc1 | -5 | 5 | -5 | 1 | 1 | 0 | -2 | 8 | 3
CCN1CCN(Cc2ccc(NC(=O)c3ccc(C)c(NC(=O)N4CCNC4=O)c3)cc2C(F)(F)F)CC1 | 11&0 | 1&4 | -4&-2 | -1&-7 | 2&-8 | -10&0 | -8&-7 | 2&3 | 9&3
COc1ccc(C)cc1Nc1n[n+](-c2ccccc2)c(-c2ccc(C(=O)O)cc2)s1 | 1 | -1 | -1 | -6 | -5 | 1 | 0 | 5 | 5
O=[N+]([O-])c1cc2c(cc1CN1CCN(CCOCCO)CC1)OCO2 | 5 | 0 | 5 | 0 | 0 | -8 | 1 | 3 | -7

Only part of the results is shown (hit frequency here may not be typical).
